Screening results deposited in PubChem by National Center for Advancing Translational Sciences (NCATS).
PI5P4Ka inh = inhibitors of human PI5P4K alpha; PI5P4Kalpha enzyme, ADP-Glo luminescence, 60 min; stronger effect = lower value; max response, %; 330,000 compounds, 1.2% hits; AID 652105; active means max response of -50% or lower; inconclusive means between -30% and -50%; inactive means -30% or higher; further: value at the top dose of about 77 µM; on the % scale 0 is the no-effect control and ±100 the full control effect
Target sequence (P48426 whole entry, looked up): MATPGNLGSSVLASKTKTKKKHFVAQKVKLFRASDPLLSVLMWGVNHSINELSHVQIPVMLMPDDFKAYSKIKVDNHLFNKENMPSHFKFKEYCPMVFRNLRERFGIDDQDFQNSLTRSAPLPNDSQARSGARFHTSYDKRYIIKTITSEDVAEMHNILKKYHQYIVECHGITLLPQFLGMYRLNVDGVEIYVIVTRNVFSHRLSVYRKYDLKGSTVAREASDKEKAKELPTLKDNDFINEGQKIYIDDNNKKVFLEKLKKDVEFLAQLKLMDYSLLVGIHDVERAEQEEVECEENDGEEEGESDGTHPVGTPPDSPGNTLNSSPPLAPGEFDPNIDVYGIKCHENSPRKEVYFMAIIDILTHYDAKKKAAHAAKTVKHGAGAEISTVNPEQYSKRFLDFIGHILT
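Enzyme plus substrate dispensed, test compounds pinned in, then ATP (5 microM final) added. After 60 min at RT, ADP-Glo reagent 1 for 45 min and reagent 2 for 30 min preceded luminescence imaging.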
Abeta rescue = restores growth of yeast expressing A-beta42 peptide | yeast expressing A-beta42, growth rescue, OD600, 48 h; response scale: 0% DMSO, 100% iron-clioquinol control | Potency, µM (doses to about 46.1 µM), without a hit: at the highest dose growth rescue, most hits filed as activators | AID 1347071 | 410,000 compounds, 0.063% hits; further: potency means the concentration at half of the fitted maximal effect; nearly all actives have a fitted effect of over 55% in size
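Growth rescue measured by 600 nm absorbance after 48 h yeast culture at 30 C with compound. Values normalized between DMSO and an equimolar ferric chloride plus clioquinol control.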
EPAC1 antag = EPAC1 (human) antagonism. O95398. EPAC1 GEF assay, Rap1b-BODIPY-GDP exchange fluorescence. Potency, µM (titrated, usually from 115 µM), inactives show top-dose activity change, negative = inhibition, most hits filed as inhibitors. 360,000 compounds, 0.14% hits. AID 720709;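 further: potency means the concentration at half of the fitted maximal effect; plate controls were vehicle for no effect and positive control for full effect; nearly all actives have a fitted effect of over 50% in size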
IL-2 act = activates IL-2 in a cell-based reporter assay; activation, % (series mostly up to about 46 µM); AID 652025; 360,000 compounds, 0.065% hits; IL-2 activation reporter assay, cell-based qHTS; stimulated with anti-CD3/CD4/CD28 beads; in transgenic mouse T cells; in the data active means activation above about 50%; inconclusive means mostly about 30% to 49%; further: 0% is about no effect
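Unstimulated transgenic mouse T cells, 750 per well, received compound and, after 60 minutes, anti-CD3/anti-CD4 bead plus anti-CD28 stimulation. EGFP and DsRed were quantified after 18 hours.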
aSyn rescue = alpha-synuclein toxicity inhibition in yeast | Yeast expressing alpha-synuclein, growth rescue, BacTiter-Glo, 24 h | Potency, µM (titrated, usually from 46.1 µM), for the others: at the highest dose growth rescue (activation), usual class: activators | 370,000 compounds, 0.14% hits | AID 652106; further: potency means the concentration at half of the fitted maximal effect; % of control where 0% means no effect; nearly all actives have a fitted effect of over 65% in size
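Galactose-induced alpha-syn yeast (OD600=0.02, raffinose-pregrown) + pinned cpd, 24 hr, 30 deg C; growth by BacTiter-Glo luminescence. Growth restoration scores as activation.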
WRN inhibitor = inhibitors of human WRN helicase. Q14191. WRN helicase unwinding, fluorescent forked duplex, kinetic. Potency, µM (top dose mostly 114 µM), for the others: at the highest dose activity change, negative = inhibition, most hits filed as inhibitors. 360,000 compounds, 0.46% hits. AID 651768; further: potency means the concentration at half of the fitted maximal effect; on the % scale 0 is the no-effect control and ±100 the full control effect; nearly all actives have a fitted effect of over 55% in size
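WRN at 20 nM final was preincubated with compound for 15 min at room temperature; reaction started with 100 nM forked duplex oligonucleotide carrying fluorophore and quencher plus 2 mM ATP (final). Unwinding followed kinetically by red fluorescence (ex 525/em 598 nm).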
FUS yeast rescue = rescues growth of FUS-expressing yeast. S. cerevisiae FUS-expressing, growth rescue, OD600, 24 h. AID 1347120. 390,000 compounds, 0.24% hits. Potency, µM (highest dose often 76.6 µM), without a hit: at the highest dose growth rescue (activation), hits mostly activators;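 further: potency means the concentration at half of the fitted maximal effect; plate controls were DMSO vehicle for no effect and reference control for full effect; nearly all actives have a fitted effect of over 55% in size; some results filed as inactive show a strong effect at the top dose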
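Restored growth of FUS-toxic S. cerevisiae, read as 600 nm absorbance after 24 h at 30C in galactose medium (starting OD 0.005). Controls CP55940 and DMSO.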
PLK1 PBD inh = inhibitors of human PLK1 polo-box domain binding; P53350; Plk1 PBD binding of FITC phosphopeptide, fluorescence polarization; Potency, µM, for the others: max response, negative = inhibition, actives largely listed as inhibitors; 360,000 compounds, 2.8% hits; AID 720504; further: potency means the concentration at half of the fitted maximal effect; series mostly up to about 57 µM; on the % scale 0 is the no-effect control and ±100 the full control effect; nearly all actives have a fitted effect of over 65% in size
Target sequence (P53350 whole entry, looked up, the tested form may be a part): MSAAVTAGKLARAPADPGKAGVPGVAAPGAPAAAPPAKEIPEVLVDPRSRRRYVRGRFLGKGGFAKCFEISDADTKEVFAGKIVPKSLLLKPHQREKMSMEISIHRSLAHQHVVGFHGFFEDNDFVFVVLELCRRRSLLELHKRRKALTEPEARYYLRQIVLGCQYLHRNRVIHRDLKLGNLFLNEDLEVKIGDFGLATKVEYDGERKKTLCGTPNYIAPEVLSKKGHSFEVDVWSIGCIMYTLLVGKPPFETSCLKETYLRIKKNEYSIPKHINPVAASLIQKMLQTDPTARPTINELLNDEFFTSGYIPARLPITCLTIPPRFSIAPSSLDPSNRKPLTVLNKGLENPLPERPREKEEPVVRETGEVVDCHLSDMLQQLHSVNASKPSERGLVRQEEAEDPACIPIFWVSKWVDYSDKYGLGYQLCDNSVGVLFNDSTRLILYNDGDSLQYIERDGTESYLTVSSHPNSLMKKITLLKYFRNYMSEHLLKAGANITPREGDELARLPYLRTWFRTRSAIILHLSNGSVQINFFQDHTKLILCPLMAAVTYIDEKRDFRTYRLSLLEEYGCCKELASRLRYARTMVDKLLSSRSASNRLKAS
EPAC1 ag = EPAC1 (human) agonism; O95398; EPAC1 agonist qHTS, biochemical assay; response scale: 100% = response to 6.5 mM cAMP; Potency, µM (doses to about 154 µM), without a hit: at the highest dose activation, hits mostly activators; 360,000 compounds, 0.073% hits; AID 720707; further: potency means the concentration at half of the fitted maximal effect; nearly all actives have a fitted effect of over 60% in size
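Compounds were pinned as a concentration titration into mixtures of EPAC1 (100 nM), BODIPY-GDP-loaded Rap1B (250 nM) and GDP (50 uM). After 5 min at room temperature, fluorescence was followed for 30 min; activity was scaled to 6.5 mM cAMP.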
An asterisk follows results filed as active; [ ] = remark or other dose. Unless noted, the call rests on the fitted dose curve; in most records, active means well fitted curve in the direction sought with a large enough effect; inconclusive means small, poorly fitted or top-dose-only effect, or another doubt; inactive means no such curve, though single readings can be large; an effect the other way counts as inactive or inconclusive.

Screening Cc1cccc(C(=O)OCC(=O)NN2C(=O)NC3(CCCCC3)C2=O)c1 returned PI5P4Ka inh 1, Abeta rescue -3%, EPAC1 antag 19%, IL-2 act 0.6, aSyn rescue 1%, WRN inhibitor 1%, FUS yeast rescue 12%, PLK1 PBD inh 1% and EPAC1 ag -3%.
`CCCCC(=O)Oc1c(S(=O)(=O)c2ccc(C)cc2)c(C)nn1C(C)(C)C` gave PI5P4Ka inh -1, Abeta rescue 18%, EPAC1 antag -8%, IL-2 act -2.9, aSyn rescue -2%, WRN inhibitor 1%, FUS yeast rescue 26%, PLK1 PBD inh -3% and EPAC1 ag -8%.
For O=C(COC(=O)c1ccc2c(c1)S(=O)(=O)c1ccccc1C2=O)NC1CC1 the results were PI5P4Ka inh 1, Abeta rescue 11%, EPAC1 antag 4%, IL-2 act -3.7, aSyn rescue 3%, WRN inhibitor 0%, FUS yeast rescue -8%, PLK1 PBD inh -2% and EPAC1 ag 1%.
For CNc1ccc(C(O)(C(F)(F)F)C(F)(F)F)cc1C(O)(C(F)(F)F)C(F)(F)F the results were Abeta rescue 8%, EPAC1 antag -19%, IL-2 act -0.7, aSyn rescue 3%, WRN inhibitor -14%, FUS yeast rescue 47%, PLK1 PBD inh 1% and EPAC1 ag -2%.
`Cn1cnc(S(=O)(=O)Nc2ccccc2N2CCOCC2)c1` gave PI5P4Ka inh -4, Abeta rescue -2%, EPAC1 antag 12%, IL-2 act -0.1, aSyn rescue -4%, WRN inhibitor -29%, FUS yeast rescue -18%, PLK1 PBD inh -7% and EPAC1 ag 5%.
COc1ccc(/C=C/C(=O)O)cc1S(=O)(=O)Nc1ccc2c(c1)OCO2 was read as PI5P4Ka inh -3, Abeta rescue 6%, EPAC1 antag 9%, IL-2 act -3.8, aSyn rescue 6%, WRN inhibitor 4%, FUS yeast rescue -2%, PLK1 PBD inh -11% and EPAC1 ag 8%.
Nc1cc(=O)[nH]c(SCCNS(=O)(=O)c2ccccc2)n1 was read as PI5P4Ka inh -2, Abeta rescue 1%, EPAC1 antag 8%, IL-2 act -0.3, aSyn rescue 0%, WRN inhibitor -14%, FUS yeast rescue 10%, PLK1 PBD inh -1% and EPAC1 ag 5%.
COc1ccc(-n2nc(C(=O)NCC(=O)NCCCN3CCCCCC3)c3ccccc3c2=O)cc1Cl was read as PI5P4Ka inh 6, Abeta rescue 0%, EPAC1 antag -1%, IL-2 act -5.2, aSyn rescue 7%, WRN inhibitor -18%, FUS yeast rescue 24%, PLK1 PBD inh -6% and EPAC1 ag -8%.
For Cc1nc(-c2ccccc2)sc1C(=O)CSc1ccccc1 the results were PI5P4Ka inh 0, Abeta rescue 19%[9.22 µM], EPAC1 antag -17%, IL-2 act -0.9, aSyn rescue 7%, WRN inhibitor -19%, FUS yeast rescue -26%, PLK1 PBD inh inconclusive and EPAC1 ag 14%.
COc1ccc(Cl)cc1/C=C/c1ccc2cccc(O)c2n1 was read as PI5P4Ka inh 31, Abeta rescue -9%, EPAC1 antag -3%, IL-2 act 1.1, aSyn rescue 1%, WRN inhibitor -2%, FUS yeast rescue 1%, PLK1 PBD inh -1% and EPAC1 ag 11%.
CC(/C=N/N1CCN(c2ccc(C)cc2)CC1)=C\c1ccccc1 was read as PI5P4Ka inh 2, Abeta rescue 2%, EPAC1 antag 12%, IL-2 act 3.8, aSyn rescue -2%, WRN inhibitor 6%, FUS yeast rescue -2%, PLK1 PBD inh -14% and EPAC1 ag -3%.
O=C(CSc1ccc(F)cc1)Nc1ccc(Br)cc1 was read as PI5P4Ka inh 3, Abeta rescue 10%, EPAC1 antag -15%, IL-2 act -2.7, aSyn rescue -4%, WRN inhibitor -6%, FUS yeast rescue -30%, PLK1 PBD inh -16% and EPAC1 ag 1%.
CSc1nc(C)c(C(=O)Nc2ccccc2)c(-c2ccco2)c1C#N was read as PI5P4Ka inh -1, Abeta rescue 1%, EPAC1 antag -23%, IL-2 act -2.5, aSyn rescue 14%, WRN inhibitor -16%, FUS yeast rescue -7%, PLK1 PBD inh -9% and EPAC1 ag 17%.
For CCOC(=O)c1[nH]c(=O)[nH]c1CSCCO the results were PI5P4Ka inh -9, Abeta rescue 4%, EPAC1 antag -3%, IL-2 act -2.0, aSyn rescue -2%, WRN inhibitor 2%, FUS yeast rescue 5%, PLK1 PBD inh -9% and EPAC1 ag 17%.
`O=C(c1cc(-c2ccc(Cl)cc2)on1)N1CCN(c2ccccc2)CC1` gave PI5P4Ka inh 4, Abeta rescue -5%, EPAC1 antag -10%, IL-2 act 0.3, aSyn rescue -7%, WRN inhibitor -7%, FUS yeast rescue 8%, PLK1 PBD inh -6% and EPAC1 ag 5%.
`NCCc1nnc(SCc2ccc(F)cc2)o1` gave PI5P4Ka inh -4, Abeta rescue -5%, EPAC1 antag 10%, IL-2 act -0.7, aSyn rescue -3%, WRN inhibitor -4%, FUS yeast rescue inconclusive, PLK1 PBD inh -13% and EPAC1 ag 8%.
CC1CCN(C(=O)C2CCN(S(=O)(=O)c3cccnc3)CC2)CC1 was read as Abeta rescue 2%, EPAC1 antag 17%, IL-2 act 1.1, aSyn rescue 1%, WRN inhibitor 0%, FUS yeast rescue 4%, PLK1 PBD inh -13% and EPAC1 ag -5%.
Screening CCOc1ccc(/C=C2\SC(=S)N(C(C(=O)O)c3ccccc3)C2=O)cc1OC (stereo not drawn) returned PI5P4Ka inh 3, Abeta rescue -2%, EPAC1 antag -20%, IL-2 act -0.5, aSyn rescue 7%, WRN inhibitor -5%[11.6 µM], FUS yeast rescue 31%, PLK1 PBD inh inconclusive and EPAC1 ag -3%.
For CC1(C)CC(NC(=O)C2CCCCC2)CC(C)(C)N1 the results were PI5P4Ka inh -3, Abeta rescue 6%, EPAC1 antag 0%, IL-2 act -0.1, aSyn rescue -6%, WRN inhibitor 3%, FUS yeast rescue 10%, PLK1 PBD inh -10% and EPAC1 ag 8%.
`CCc1ccccc1N(CC)C(=O)c1cn(C)c(=O)c2cc(OC)c(OC)cc12` gave PI5P4Ka inh -6, Abeta rescue -5%, EPAC1 antag -11%, IL-2 act -0.7, aSyn rescue 3%, WRN inhibitor 1%, FUS yeast rescue 21%, PLK1 PBD inh -2% and EPAC1 ag 9%.
For Cc1cccc(NC(=O)C2CC(O)CN2C(=O)Oc2ccccc2)c1 (stereo not drawn) the results were PI5P4Ka inh 10, Abeta rescue -12%, EPAC1 antag -2%, IL-2 act -0.2, aSyn rescue -2%, WRN inhibitor 4%, FUS yeast rescue 4%, PLK1 PBD inh -8% and EPAC1 ag 3%.
For O=C1/C(=C\c2cc([N+](=O)[O-])ccc2O)SC(=S)N1Cc1ccc(Cl)cc1 the results were PI5P4Ka inh inconclusive, Abeta rescue -19%, EPAC1 antag inconclusive, IL-2 act -0.5, aSyn rescue -9%, WRN inhibitor 6µM*, FUS yeast rescue -28%, PLK1 PBD inh -12% and EPAC1 ag -18%.
Screening CC(=O)N1CCc2cc(S(=O)(=O)CCC(=O)N3CCN(C(=O)c4ccco4)CC3)ccc21 returned PI5P4Ka inh -11, Abeta rescue 8%, EPAC1 antag -9%, IL-2 act -0.5, aSyn rescue 1%, WRN inhibitor -6%, FUS yeast rescue 8%, PLK1 PBD inh inconclusive and EPAC1 ag 6%.
CCN(CC(=O)Nc1c(C(=O)OC)[nH]c2ccc(C)cc12)c1ccc2c(c1)OCO2 was read as Abeta rescue -2%, EPAC1 antag -29%, IL-2 act -0.2, aSyn rescue -1%, WRN inhibitor -10%, FUS yeast rescue 34%, PLK1 PBD inh -2% and EPAC1 ag 18%.

Three compounds out of the list, ordered by molecular weight, largest number first.
Screening CC(=O)N1CCc2cc(S(=O)(=O)CCC(=O)N3CCN(C(=O)c4ccco4)CC3)ccc21 returned PI5P4Ka inh -11, Abeta rescue 8%, EPAC1 antag -9%, IL-2 act -0.5, aSyn rescue 1%, WRN inhibitor -6%, FUS yeast rescue 8%, PLK1 PBD inh inconclusive and EPAC1 ag 6%.
CC(/C=N/N1CCN(c2ccc(C)cc2)CC1)=C\c1ccccc1 was read as PI5P4Ka inh 2, Abeta rescue 2%, EPAC1 antag 12%, IL-2 act 3.8, aSyn rescue -2%, WRN inhibitor 6%, FUS yeast rescue -2%, PLK1 PBD inh -14% and EPAC1 ag -3%.
COc1ccc(Cl)cc1/C=C/c1ccc2cccc(O)c2n1 was read as PI5P4Ka inh 31, Abeta rescue -9%, EPAC1 antag -3%, IL-2 act 1.1, aSyn rescue 1%, WRN inhibitor -2%, FUS yeast rescue 1%, PLK1 PBD inh -1% and EPAC1 ag 11%.

Additional entries follow.
O=C(c1ccc(Br)cc1)N(Cc1ccco1)C1CCS(=O)(=O)C1 (stereo not drawn) was read as PI5P4Ka inh 2, Abeta rescue -3%, EPAC1 antag -17%, IL-2 act -2.4, aSyn rescue 13%, WRN inhibitor 6%, FUS yeast rescue -2%, PLK1 PBD inh -4% and EPAC1 ag -10%.
`CCOc1ccc(C(=O)N2CCn3c2nc2ccccc23)cc1` gave PI5P4Ka inh -2, Abeta rescue 0%, EPAC1 antag -11%, IL-2 act -1.0, aSyn rescue 7%, WRN inhibitor -5%, FUS yeast rescue -2%, PLK1 PBD inh -2% and EPAC1 ag 5%.
For O=C(NCc1ccc2[nH]c3c(c2c1)CCCC3)c1ccc(S(=O)(=O)N2CCCCC2)cc1 the results were PI5P4Ka inh 0, Abeta rescue 2%, EPAC1 antag 4%, IL-2 act -0.2, aSyn rescue -2%, WRN inhibitor -4%, FUS yeast rescue 37%, PLK1 PBD inh -17% and EPAC1 ag -11%.
Screening CCC(C)NS(=O)(=O)c1ccc(NC(=O)c2c(-c3ccccc3)noc2C)cc1 (stereo not drawn) returned PI5P4Ka inh -2, Abeta rescue 16%, EPAC1 antag -25%, IL-2 act 1.2, aSyn rescue 7%, WRN inhibitor -2%, FUS yeast rescue -9%, PLK1 PBD inh -3% and EPAC1 ag -9%.
